uPA generation – blocks generation of uPA at the cell surface; 330,000 tested, 0.31% active; AID 540303; Potency, µM (series often up to 38.3 µM), for inactives: at the highest dose activity change, negative = inhibition, usual class: inhibitors; cell surface uPA generation assay, qHTS; active = well fitted inhibition curve with a large enough effect; inconclusive = small, poorly fitted or top-dose-only effect; inactive = no such curve, though single readings can be large or run the other way; tested in mouse RAW 264.7 cells; note: potency is the fitted concentration of half-maximal effect; nearly all actives have a fitted effect of over 55% in size
Eya2 phos inh – Eya2 (human) phosphatase inhibition; Potency, µM (titrated, usually from 76.9 µM), without a hit: at the highest dose activity, negative = inhibition, hits mostly inhibitors; recombinant Eya2, OMFP fluorescence dephosphorylation (OMFP is methylfluorescein phosphate); O00167; 330,000 tested, 0.006% active; note: potency is the fitted concentration of half-maximal effect
Target sequence (O00167 whole entry, looked up): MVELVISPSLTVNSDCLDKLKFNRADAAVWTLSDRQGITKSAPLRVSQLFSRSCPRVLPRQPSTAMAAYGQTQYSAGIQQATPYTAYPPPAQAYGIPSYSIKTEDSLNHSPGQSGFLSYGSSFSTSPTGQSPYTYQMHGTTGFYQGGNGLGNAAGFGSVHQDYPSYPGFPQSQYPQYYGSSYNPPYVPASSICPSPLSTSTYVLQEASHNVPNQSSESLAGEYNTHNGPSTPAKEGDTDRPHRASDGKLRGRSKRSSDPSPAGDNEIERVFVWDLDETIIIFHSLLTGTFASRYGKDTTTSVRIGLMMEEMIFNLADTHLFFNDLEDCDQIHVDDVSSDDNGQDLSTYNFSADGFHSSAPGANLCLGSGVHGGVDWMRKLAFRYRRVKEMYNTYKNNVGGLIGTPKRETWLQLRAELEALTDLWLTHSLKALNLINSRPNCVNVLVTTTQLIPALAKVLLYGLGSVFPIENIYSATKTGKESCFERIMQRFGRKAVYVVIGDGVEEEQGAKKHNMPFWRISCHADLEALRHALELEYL
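Eya2 (0.2 uM) preincubated 10 min at ambient with compound, then OMFP substrate added at 50 uM; 10 min reaction in 50 mM HEPES pH 7.5, 50 mM NaCl, 5 uM MgCl2, 0.05% BSA, 1 mM DTT. Fluorescence read at Ex 485/Em 525 nm.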
USP2a block – blocks human ubiquitin-specific protease USP2a. USP2 core, Ub-CHOP2 coupled fluorogenic reporter, 485/531. 330,000 tested, 0.01% active. O75604. Potency, µM (doses to about 38.3 µM), for the others: at the highest dose activity change, negative = inhibition, hits mostly inhibitors;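 note: potency is the fitted concentration of half-maximal effect; plate controls were DMSO wells for no effect and full inhibition by NEM control for full effect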
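Cell-free coupled assay: 10nM USP2 core preincubated 30min RT with compound in Tris-HCl pH 8.0/CaCl2/CHAPS buffer, then 25nM Ub-CHOP2 and 25nM reporter substrate; fluorescence (Ex 485/Em 531) read after 60min RT, normalized to NEM inhibition, concentration-response curves fitted.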
Giardia kill – kills Giardia lamblia. Giardia lamblia trophozoite viability. activity change, % at 7.66 µM, hits read low. 340,000 tested, 0.15% active. AID 540267; in the data active = activity change below about -80%; inconclusive = between about -30% and that limit;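 note: parasites exposed to compound for two days anaerobically before the ATP read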
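Luminescence from cellular ATP indicates surviving trophozoites (100 cells/well) following 48 hrs anaerobic compound treatment at 37 deg C; signal develops 15-30 min at room temperature.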
GALK inh – inhibitors of human galactokinase | 270,000 tested, 0.007% active | P51570 | Purified GALK, Kinase-Glo residual ATP luminescence | Potency, µM (highest dose often 57.5 µM), for the others: at the top dose activity change, negative = inhibition, most hits filed as inhibitors; note: potency is the fitted concentration of half-maximal effect
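GALK at 5 nM final was combined with compound, 35 uM ATP and 100 uM galactose in HEPES pH8.0 with MgCl2 and DTT. The reaction ran one hour at room temperature before luminescent ATP detection.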
PKM2 activator – increases activity of human pyruvate kinase M2. Potency, µM (top dose mostly 57.5 µM), inactives show top-dose activation, most hits filed as activators. P14618. purified PKM2, Kinase-Glo ATP luminescence, activation; response scale: 0% is enzyme alone, no compound. AID 1631. 260,000 tested, 0.34% active; note: potency is the fitted concentration of half-maximal effect; nearly all actives have a fitted effect of over 55% in size
Target sequence (P14618 whole entry, looked up): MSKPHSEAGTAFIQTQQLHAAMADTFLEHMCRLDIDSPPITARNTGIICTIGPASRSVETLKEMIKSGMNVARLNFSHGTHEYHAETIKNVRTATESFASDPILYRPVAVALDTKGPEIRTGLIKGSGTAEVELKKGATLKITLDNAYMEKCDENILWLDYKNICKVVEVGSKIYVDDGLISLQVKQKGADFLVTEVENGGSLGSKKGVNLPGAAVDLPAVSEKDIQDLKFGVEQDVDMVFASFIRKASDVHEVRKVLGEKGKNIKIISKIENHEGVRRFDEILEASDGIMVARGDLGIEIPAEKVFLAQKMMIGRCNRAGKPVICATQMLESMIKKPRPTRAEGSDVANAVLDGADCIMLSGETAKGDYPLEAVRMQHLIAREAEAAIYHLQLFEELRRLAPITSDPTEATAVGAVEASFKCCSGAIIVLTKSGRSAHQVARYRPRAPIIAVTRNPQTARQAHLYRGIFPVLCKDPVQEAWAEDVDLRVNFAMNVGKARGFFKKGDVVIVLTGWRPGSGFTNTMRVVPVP
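Purified hPK-M2 (>95% pure) converted ADP (0.1 mM final) to ATP with 0.5 mM PEP in 50 mM imidazole pH7.2, KCl, MgCl2, Tween 20, BSA; 1 h at room temperature. ATP detected by Kinase-Glo luminescence.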
KCNH2 3.1 block – KCNH2 3.1 (human) potassium channel inhibition. U2OS KCNH2 3.1, thallium flux FluxOr; active compounds read low. activity change, % (tested at about 1.8 µM). 340,000 tested, 0.95% active;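 active = maximum activity change below -70%; inconclusive = maximum activity change from -70% to -50%; inactive = maximum activity change above -50%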;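 note: thallium influx rate constant from kinetic fluorescence after stimulation buffer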
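Thallium flux read-out: FluxOr dye with Red40 quencher in HBSS/HEPES, 45 min at RT. Rate constants from kinetic reads were normalized to positive and negative DMSO controls. Cells: U2OS virally expressing the 3.1 isoform.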
B2AR arrestin – beta2AR (human) beta-arrestin recruitment activity. P07550. beta-arrestin recruitment to beta2AR, cell-based reporter. 330,000 tested, 0.02% active. Potency, µM (top dose mostly 46.1 µM), without a hit: top-dose activation, usual class: activators. AID 492947;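 note: potency is the fitted concentration of half-maximal effect; 0% = DMSO controls and full agonism = EC100 isoproterenol or metaproterenol; nearly all actives have a fitted effect of over 65% in size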
Chronic BCR inh – blocks chronic active B-cell receptor signaling; ABC-DLBCL IkBa-CBG/CBR reporter, luminescence ratio, 4 h; Potency, µM (top dose mostly 46.1 µM), for inactives: at the top dose ratio change, negative = lower green/red ratio, hits mostly inhibitors; 340,000 tested, 0.05% active; active = well fitted inhibition curve with a large enough effect in the signal ratio, with a control signal flat, not every such curve was filed as active; inconclusive = small, poorly fitted or top-dose-only effect, or effect the other way, or a change in a side signal; the % refers to the signal ratio;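 note: potency is the fitted concentration of half-maximal effect; plate controls were basal doxycycline-induced cells for no effect and cells given 10 µM MG132 for full effect; MG132 reads +100%, hits lower the ratio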
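Doxycycline induced both beetle luciferases in TMD8 lymphoma cells; IKK-driven degradation limits the IkappaBalpha-fused green signal, while red luminescence normalises for cell number and nonspecific effects. Compounds tested up to 46 uM, 4 hrs.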
FBPA coupling cs – inhibits coupling enzyme system, counter-screen for aldolase hits | coupling enzyme system counterscreen, AmpLite Red fluorescence | activity change, negative = inhibition, % at 58.2 µM, hits read low | 290,000 tested, 0.67% active; in the data active = activity change below about -30%
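Fluorescence at 525 nm excitation and 598 nm emission measured inhibition of the coupled detection system without aldolase. Compounds (at 57.5 uM final) were preincubated 10 min at room temperature with coupling enzyme reagent before a 20 min substrate/AmpLite Red step.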
hERG WT inh – KCNH2 (human, wildtype) channel inhibition. 340,000 tested, 0.37% active. U2OS, BacMam KCNH2, thallium flux FluxOr; active compounds read low. Q12809. activity change, % at 1.84 µM;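 active = maximum activity change below -70%; inconclusive = maximum activity change between -70% and -50%; inactive = maximum activity change above -50%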
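U2OS cells transduced with wild-type KCNH2 virus are loaded with FluxOr dye for 45 min, and thallium flux is measured in kinetic reads before and after stimulation buffer. Rate constants are normalized to DMSO controls.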
An asterisk follows results filed as active; u = inconclusive; x = not tested or not shown; [ ] = remark or other dose. Unless noted, calls come from the whole dose curve; as a rule, active = well fitted curve in the direction sought with a large enough effect; inconclusive = small, poorly fitted or top-dose-only effect, or another doubt; inactive = no such curve, though single readings can be large; an effect the other way counts as inactive or inconclusive. Unless noted, % is set by controls: 0 for no effect and ±100 for the full control effect. This is a random part of the collection, and some 2.4% of all compounds hit somewhere here.

SMILES | uPA generation | Eya2 phos inh | USP2a block | Giardia kill | GALK inh | PKM2 activator | KCNH2 3.1 block | B2AR arrestin | Chronic BCR inh | FBPA coupling cs | hERG WT inh
COc1ccc(NC(=O)CCc2c(C)nc3nc(C)nn3c2C)cc1 | 7% | 8% | -2% | -6 | 0% | -1% | 15 | -0.2% | u | -2 | -2
COC(=O)c1cccc(C(=O)N2CCCC(Nc3ccc(C)c(C)c3)C2)c1 (stereo unspecified) | 0% | 0% | 6% | 42[activator] | -3% | x | 11 | 0.1% | -1% | x | -1
CCOC(=O)c1sc(Nc2cccc(C)c2C)nc1C | x | -4% | 1% | x | -5% | 1% | x | -0.6% | u | -2 | x
COc1n[nH]c(C(=O)NCc2ccccc2)c1[N+](=O)[O-] | -4% | 4% | 4% | 6 | -2% | -9% | 42 | -0.1% | 4% | -5 | x
O=c1ccn(-c2cccc(C(F)(F)F)c2)nc1-c1ccn(-c2cccc(Cl)c2)n1 | -1% | -23% | 1% | 5 | 1% | 7% | -4 | -0.6% | -28% | -24 | 5
COc1ccccc1CN1CC(C(=O)N(C)Cc2nc(C)cs2)CCC1=O (stereo unspecified) | -9% | -11% | -5% | 10 | 2% | x | -3 | 0.6% | 2% | x | -13
CN1CCc2ccccc2C1Cc1ccccc1NC(=O)c1sc2ccccc2c1Cl (stereo unspecified) | 3% | -18% | 3% | -1 | -5% | 2% | -14 | 3.6% | u | -8 | 1
O=C(c1ccc(F)cc1)N1CCOC(c2nc(-c3ccc(F)cc3)no2)C1 (stereo unspecified) | 2% | 13% | 0% | -18 | x | x | -2 | -0.1% | 15% | x | -24
Oc1cccc2cnccc12 | -5% | -1% | 1% | -7 | -3% | 1% | 0 | 0.1% | u | -9 | -19
CCOC(=O)N1CCN(c2c(NCCCN3CCCC(C)C3)c(=O)c2=O)CC1 (stereo unspecified) | 11% | 7% | -2% | 6 | 2% | -3% | -1 | -0.8% | 7% | 0 | -4
Clc1ccccc1/C=C/c1nc(-c2ccccn2)no1 | -13% | -16% | 0% | u | 11% | -37% | 8 | -0.2% | u | 2 | 3
O=S(=O)(c1cccc2ccccc12)n1nnc2ccccc21 | 2% | -3% | 3% | -6 | 0% | 2% | -3 | 0.5% | -12% | 0 | -5
C=C(C)CN(CC)C(=O)CCc1nnc(CCc2c[nH]c3ccccc23)o1 | 4% | -8% | 4% | 2 | -2% | -30% | 12 | -0.7% | -10% | 0 | 2
CCOc1ccc(C(=O)CN2CCN(S(=O)(=O)c3ccc(Br)cc3)CC2)cc1 | -2% | 5% | -1% | 10 | -2% | 24% | x | 0.3% | u | -2 | 9
CCc1ccccc1-n1nnnc1-c1cnccc1C(F)(F)F | 1% | -24% | 9% | -1 | 1% | 10% | -11 | -0.8% | 5% | 1 | -2

Looked up above:
Under Eya2 phos inh, CCOc1ccc(C(=O)CN2CCN(S(=O)(=O)c3ccc(Br)cc3)CC2)cc1 has 5%
Under FBPA coupling cs, CN1CCc2ccccc2C1Cc1ccccc1NC(=O)c1sc2ccccc2c1Cl (stereo unspecified) has -8

The list continues:
SMILES | uPA generation | Eya2 phos inh | USP2a block | Giardia kill | GALK inh | PKM2 activator | KCNH2 3.1 block | B2AR arrestin | Chronic BCR inh | FBPA coupling cs | hERG WT inh
CCOC(=O)Cc1cnc(NC(=O)Cn2nnc(-c3ccc(OCC)cc3)n2)s1 | 3% | 1% | 2% | -6 | 0% | 0% | -6 | -1.1% | -2% | 1 | -4
Cc1ccc(-n2c(N)c(C(=O)Nc3c(C)n(C)n(-c4ccccc4)c3=O)c3nc4ccccc4nc32)cc1C | x | -17% | 2% | x | 0% | 4% | x | -0.3% | 15% | 0 | x
CCc1cc2c(COC(=O)c3cccc(S(C)(=O)=O)c3)cc(=O)oc2cc1O | -10% | -4% | -1% | -29 | 2% | x | 4 | -0.2% | -16% | 0 | 1
O=C(N/C(=C\c1ccco1)C(=O)N1CCC(O)CC1)c1ccccc1 | -3% | 17% | 2% | 2 | 1% | x | 2 | -0.2% | -4% | 0 | 0
CCn1c(=O)cc(OCC(=O)NCCc2cccc(C)c2)c2ccccc21 | 1% | -14% | 3% | 14 | -1% | 6% | x | 0.1% | -23% | 0 | 5
Cc1cc(-c2ccccc2)nc(SCc2ccc(C(=O)O)cc2)n1 | 12% | 6% | 4% | -22 | -1% | 6% | 3 | -0.2% | u | 12 | -5
Cc1ccc(Cl)c(NC(=O)COC(=O)CNS(=O)(=O)/C=C/c2ccccc2)c1Cl | 4% | -3% | -3% | -20 | 1% | -14% | 7 | -3.3% | 0% | 6 | -9
CCN(CC)CCCn1c2c(c(SCC(=O)Nc3cc(OC)cc(OC)c3)nc1=O)CCC2 | 9% | -18% | -1% | 11 | x | x | 4 | 0.2% | u | x | 12
COc1cccc(/C=C2/SC(=S)N(CC(=O)NNC(=O)c3ccccc3OC)C2=O)c1 | -4% | 1% | -2% | -20 | 1% | 10% | 6 | -1.0% | 1% | 4 | -4
CCOC(=O)C1CCN(C(=O)C2CCN(c3nn4c(=O)cc(C)nc4s3)CC2)CC1 | -5% | -19% | 0% | -10 | 3% | x | 0 | 0.1% | -17% | x | -6
O=S(=O)(c1ccc(S(=O)(=O)N2CCCC2)cc1)N1CCCCCC1 | 5% | 3% | -1% | -15 | -3% | 10% | 11 | -0.2% | -1% | 1 | 22
Cc1ccc(S(=O)(=O)N2CCN(C(=O)COC(=O)/C=C/c3ccccc3[N+](=O)[O-])CC2)c(C)c1 | -4% | -14% | 2% | 45[activator] | x | x | -19 | -0.1% | -1% | x | 2
COCCN(Cc1cccs1)S(=O)(=O)c1csc(C(N)=O)c1 | 4% | -3% | 3% | -4 | 0% | x | 3 | 0.0% | -3% | x | -8
COc1ccc(CCNC(=O)COc2ccc(N(C)S(=O)(=O)c3ccc(Cl)cc3)cc2)cc1 | -2% | 3% | 1% | 5 | -4% | 6% | -1 | -0.8% | 8% | 0 | 3
Cn1c(=O)oc2cc(S(=O)(=O)Nc3cccc([N+](=O)[O-])c3)ccc21 | 2% | -7% | -3% | 3 | -1% | x | 3 | -0.4% | 0% | 8 | 17
Cc1cc(=O)oc2c(C)c(OCC(=O)N3CCN(C(=O)C4COc5ccccc5O4)CC3)ccc12 (stereo unspecified) | 6% | 3% | 2% | 19 | -8% | x | -2 | 0.1% | u | x | 10
Cc1ccccc1NC(=O)Cn1c(=O)n(-c2ccc(CC(=O)NCC3CCCO3)cc2)c(=O)c2ccccc21 (stereo unspecified) | 18% | 5% | 9% | -13 | 1% | x | 9 | 0.3% | u | 0 | -25
S=C(NCCOCCOCCNC(=S)Nc1ccccc1)Nc1ccccc1 | -4% | -20% | 0% | 10 | -3% | -11% | 5 | -0.5% | -7% | 1 | 2
Cc1ccc(S(=O)(=O)n2ccnc2)cc1C | 20% | 9% | -10% | -7 | 3% | -1% | 6 | -0.1% | -10% | 3 | 8
CCc1ccccc1NC(=O)CCc1c(C)nn(-c2ccc(N3CCOCC3)nn2)c1C | 6% | -3% | 2% | 20 | 2% | -2% | -2 | 0.2% | 5% | 0 | 6
COc1ccc(-n2nc(C(=O)NCC(=O)N3CCOCC3)c3ccccc3c2=O)c(OC)c1 | -1% | -4% | 0% | 1 | 0% | 4% | -6 | 0.3% | 0% | 2 | 0
Cc1ccc(NC(=O)C2COc3ccccc3O2)c(C)c1 (stereo unspecified) | 0% | -1% | 0% | 10 | 4% | 5% | 5 | -0.5% | 10% | 0 | -1
OCCC1CN(CC2CCCCC2)CCN1CC1CCCCC1 (stereo unspecified) | 0% | -4% | -2% | u | -1% | 2%[11.5 µM] | -7 | -1.9% | -1% | 1 | 2
Cc1nc(N/N=C/c2cccc(F)c2)cc(N2CCOCC2)n1 | 16% | -28% | -8% | 8 | -1% | 3% | -12 | 0.3% | -1% | -5 | 9
Cc1cc(C)n(-c2nc3ccccc3n3cnnc23)n1 | x | -7% | 1% | 8 | -2% | 2% | -103* | 0.0% | -1% | 4 | 3
C/C(CC(=O)Nc1ccc(Cl)cc1Cl)=N\NC(N)=S | x | 4% | -6% | 4 | 1% | 5% | -3 | -0.5% | -1% | 2 | 6
CC(C)c1ccc(OCCCCCN2CCOCC2)cc1 | -25% | -3% | 5% | -5 | -3% | x | 2 | -0.8% | u | 0 | 21
Cc1c(N2C(=O)c3cccc4cccc(c34)C2=O)c(=O)n(-c2ccccc2)n1C | 13% | x | x | 21 | 1% | -3% | -8 | x | x | -3 | -3
Cc1ccc(-n2c(=S)[nH]c3nc4c(cc3c2=O)COC(C)(C)C4)cc1 | 4% | 1% | 0% | 1 | x | -2% | 3 | -0.2% | -1% | 0 | -5
COc1ccc(C2CC(C(F)(F)F)n3ncc(C(=O)O)c3N2)cc1OC (stereo unspecified) | 6% | -1% | 0% | -15 | 3% | -4% | -29 | -0.1% | -1% | 6 | 5

Screens deposited in PubChem by National Center for Advancing Translational Sciences (NCATS).
